# MazF activator: activators of E. coli MazEF toxin-antitoxin RNase | P0AE70 | FAM/BHQ RNA-DNA oligo cleavage fluorescence, 5 h | activation, % at 20 µM | 350,000 tested, 0.32% active | AID 504720; in the data active means activation above about 50%
# Target sequence (P0AE70 whole entry, looked up): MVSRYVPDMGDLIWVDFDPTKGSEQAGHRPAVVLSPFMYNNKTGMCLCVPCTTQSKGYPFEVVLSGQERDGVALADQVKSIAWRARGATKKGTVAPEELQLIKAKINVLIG
# SARS 3CLpro inh: SARS-CoV 3CLpro protease inhibition | recombinant SARS-CoV 3CLpro, quenched FRET peptide cleavage | inhibition, % at 6 µM | 290,000 tested, 0.14% active; in the data active means inhibition above about 12%
# BoNT A protease: BoNT A light chain protease inhibition | inhibition, % at 10 µM | multiplex microsphere protease substrate cleavage, flow cytometry | 360,000 tested, 0.17% active | AID 588499; further: plate controls were buffer without enzyme for full effect and enzyme alone for no effect
# SSB-PriA inh: inhibitors of Klebsiella pneumoniae PriA binding to SSB C-terminal tail; AID 1272365; AlphaScreen SSBct-PriA binding, biotinylated peptide; inhibition, % at 33 µM; 430,000 tested, 0.6% active; in the data active means inhibition mostly above about 37%, no sharp cut-off; inactive means mostly below about 20%;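 further: plate controls were negative control peptide for no effect and reference peptide for full effect; strong numbers were not always called active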
# Anthrax LF prot: blocks Bacillus anthracis lethal factor protease; P15917; multiplex microsphere protease cleavage assay, LF; inhibition, % at 10 µM; 360,000 tested, 0.12% active; AID 588501; further: plate controls were buffer without enzyme for full effect and enzyme alone for no effect
# PrPC surface inh: inhibitors of human cell surface prion protein PrPC | TR-FRET read-out | inhibition, % at 13.8 µM | 370,000 tested, 0.43% active | AID 720596; in the data active means inhibition above about 24%; further: 0% = median of the test wells and 100% = reference compound wells
# DUSP3 inh: DUSP3 (human) phosphatase inhibition; inhibition, % at 13.3 µM; 290,000 tested, 0.52% active; recombinant VHR phosphatase, pNPP absorbance; in the data active means inhibition above about 50%; further: some compounds called inactive have numbers as strong as hits
# Target sequence (P51452 whole entry, looked up): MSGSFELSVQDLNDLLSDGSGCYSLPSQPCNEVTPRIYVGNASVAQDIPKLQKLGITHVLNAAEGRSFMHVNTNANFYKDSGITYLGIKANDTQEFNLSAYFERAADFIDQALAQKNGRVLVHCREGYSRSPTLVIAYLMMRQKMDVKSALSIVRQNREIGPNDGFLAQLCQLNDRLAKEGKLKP
# BoNT F protease: BoNT F light chain protease inhibition; Multiplex microsphere protease cleavage assay, flow cytometry; inhibition, % at 10 µM; 360,000 tested, 0.22% active; AID 588497; in the data active means inhibition above about 35%, passing the limit was not always enough; inconclusive means no clear call, values can overlap the other calls; further: plate controls were buffer without enzyme for full effect and enzyme alone for no effect
# Rv3671c inh: inhibits the M. tuberculosis serine protease Rv3671c; 320,000 tested, 0.048% active; AID 2606; P9WHR9; inhibition, % at 5.96 µM; in the data active means inhibition above about 38%;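 further: extracellular domain of Rv3671c used as enzyme; 0% = enzyme with DMSO and 100% = no enzyme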
# Target sequence (P9WHR9 whole entry, looked up, the tested form may be a part): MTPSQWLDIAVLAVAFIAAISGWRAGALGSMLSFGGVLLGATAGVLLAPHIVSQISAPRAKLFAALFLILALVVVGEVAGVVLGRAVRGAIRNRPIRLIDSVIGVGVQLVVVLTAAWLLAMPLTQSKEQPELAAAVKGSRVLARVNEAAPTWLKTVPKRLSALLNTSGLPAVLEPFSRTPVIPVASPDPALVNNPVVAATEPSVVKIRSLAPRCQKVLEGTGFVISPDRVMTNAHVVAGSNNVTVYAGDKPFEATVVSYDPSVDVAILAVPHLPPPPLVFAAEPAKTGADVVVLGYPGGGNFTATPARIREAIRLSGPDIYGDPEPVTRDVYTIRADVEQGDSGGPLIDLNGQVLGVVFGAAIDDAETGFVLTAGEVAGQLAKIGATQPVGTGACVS
# CCHF vOTU inh: blocks the CCHF virus ovarian tumor domain protease; CCHFV vOTU protease, Pep-AMC fluorescence; inhibition, % at 11.5 µM; 370,000 tested, 0.55% active; in the data active means inhibition above about 30%; further: 0% = vehicle wells with enzyme and 100% = no enzyme wells
# Numbers without * were called inactive; ? = inconclusive; nt = not tested or not shown; & = joins results of further samples. Unless noted, no stated cut-off is given here; in the data, active means inhibition above about 30%; inconclusive means no clear call, values can overlap the other calls; inactive means below that. Some of the compounds tested (hit frequency here may not be typical).
SMILES,MazF activator,SARS 3CLpro inh,BoNT A protease,SSB-PriA inh,Anthrax LF prot,PrPC surface inh,DUSP3 inh,BoNT F protease,Rv3671c inh,CCHF vOTU inh
CC(NC(=O)Cn1nc(C(F)(F)F)c2c1CCC2)c1ccccc1 (centres undefined),4,4,-0.3,11,0,2,2,5,-1,6
CCn1nnc(-c2ccccc2NC(=O)c2cc(OC)cc(OC)c2)n1,-2,5,0.1,-1,5,1,40,-10,-8,-16
CSCCC(NC(=O)c1ccccc1Cl)C(=O)NNC(=O)c1ccccc1O (centres undefined),1,nt,-1.1,2,-2,6,nt,-11,10,-4
O=C(CSc1nc2ccccc2c(=O)[nH]1)Nc1ccccc1N1CCOCC1,-4,-5,0.1,-24,-6,3,6,0,1,-9
CCN1C(=O)[C@@H]2[C@H](C1=O)[C@@H]1C(=O)Nc3ccccc3C(=O)N1[C@@H]2c1cccc(C)c1,-1,nt,-0.3,-8,-4,3,nt,-6,5,25
CCN(Cc1ccccc1)S(=O)(=O)CCNC(=O)c1ccc(OC)cc1,2,nt,nt,-3&-9,nt,-1,nt,nt,1,-3
Cc1[nH]c2ccccc2c1C(O)CN1CCN(c2cccc(C(F)(F)F)c2)CC1 (centres undefined),28,2,-0.4,23,-7,2,8,6,7,10
COc1cc(NC(=O)C2CCCO2)c(C(=O)O)cc1OC (centres undefined),6,-6,-0.9,-23,2,nt,26,-5,-10,nt
O=C(Cc1c(F)cccc1Cl)Nc1ccc(-n2cnnn2)cc1,3,5,0.7,0,1,9,18,-3,1,-10
COc1ccc(N(CC(=O)NC2CCCCC2)S(=O)(=O)c2cccs2)cc1,3,nt,-0.3,4,-5,-2,nt,-3,2,-7
Cc1cc(C(=O)COC(=O)/C=C/c2ccco2)c(C)n1C,2,nt,-0.3,10,-5,-3,nt,-1,-2,-7
CCOc1ccccc1CNCCO,-3,-4,?,-9,?,7,20,?,1,0
O=C(CSc1nnc(COc2ccc(Cl)cc2)o1)Nc1ccc(N2CCOCC2)cc1,6,nt,2.5,-2,0,-6,nt,?,nt,8
COc1ccc(NC(=O)COC(=O)Cc2cccs2)cc1OC,1,nt,0.4,-4,-3,4,nt,-6,7,-20
C=CCN(CC=C)C(=O)CCc1nnc(CCc2c[nH]c3ccccc23)o1,-20,5,-2.0,-4,-7,1,31,-10,1,-6
CC(=O)Nc1cccc(-c2ccnc3c2CC(C(=O)NCCN(C)C)O3)c1 (centres undefined),nt,nt,-0.6,nt,2,-14,nt,-6,nt,6
O=C(NC1CCN(Cc2ccccc2)CC1)C1CCN(c2nnc(-n3cccc3)s2)CC1,8,0,-0.8,4,7,-6,25,-3,3,12
O=C(Nc1cccc(C(F)(F)F)c1)C(Sc1cccc[n+]1[O-])c1ccccc1 (centres undefined),7,0,-0.8,4,0,-1,-8,-12,-26,-13
CCOC(=O)C1CCN(CC(O)COCc2ccccc2)CC1 (centres undefined),11,3,1.9,-7,0,0,-9,2,-1,-1
CC/C(C)=N/Nc1cccc([N+](=O)[O-])c1,1,4,0.1,nt,-1,7,25,-10,-4,-7
Cc1noc(C)c1S(=O)(=O)Nc1ccc2c(c1)CC(=O)N([C@H](C)CO)C[C@H](C)[C@H](CN(C)S(=O)(=O)c1ccc(F)cc1)O2,7,nt,0.0,-2,1,1,nt,4,-2,16
O=C(COC(=O)Cc1ccc(Cl)cc1Cl)NCCC1=CCCCC1,-1,5,0.5,-2,1,-3,-13,-1,5,7
O=C1CN(C(=O)COc2ccccc2)CCN1,2,0,-0.5,-22,-1,7,-12,4,-5,-9
COc1cccc(C2C(C#N)=C(N)N(N(C)C)C3=C2C(=O)CCC3)c1OC (centres undefined),8,2,-1.4,4,-1,-13,4,-10,0,7
O=C(COc1ccccc1)Nc1c2c(nn1-c1ccc(F)cc1)CS(=O)C2 (centres undefined),-3,nt,-0.2,nt,-2,6,nt,-6,nt,-11

# Four structures already listed, ordered by SMILES length, rising:
SMILES,MazF activator,SARS 3CLpro inh,BoNT A protease,SSB-PriA inh,Anthrax LF prot,PrPC surface inh,DUSP3 inh,BoNT F protease,Rv3671c inh,CCHF vOTU inh
COc1ccc(NC(=O)COC(=O)Cc2cccs2)cc1OC,1,nt,0.4,-4,-3,4,nt,-6,7,-20
O=C(COC(=O)Cc1ccc(Cl)cc1Cl)NCCC1=CCCCC1,-1,5,0.5,-2,1,-3,-13,-1,5,7
CCn1nnc(-c2ccccc2NC(=O)c2cc(OC)cc(OC)c2)n1,-2,5,0.1,-1,5,1,40,-10,-8,-16
O=C(CSc1nc2ccccc2c(=O)[nH]1)Nc1ccccc1N1CCOCC1,-4,-5,0.1,-24,-6,3,6,0,1,-9

# Further records follow.
SMILES,MazF activator,SARS 3CLpro inh,BoNT A protease,SSB-PriA inh,Anthrax LF prot,PrPC surface inh,DUSP3 inh,BoNT F protease,Rv3671c inh,CCHF vOTU inh
COCCOC1CCN(C(=O)C2CCC(=O)N(CCc3cccc(F)c3)C2)CC1 (centres undefined),-6,-3,1.9,4,0,5,10,6,-1,9
CCCCCC(=O)N1C[C@H](O)[C@@H](n2cc(-c3ccc(F)cc3)nn2)C[C@@H]1c1ccc(C)cc1,5,nt,-0.5,nt,-7,-8,nt,-3,nt,13
COc1ccc(N2CCN(C(=O)c3cc(S(=O)(=O)N4CCCCCC4)ccc3OC)CC2)cc1,3,nt,-2.5,20,-2,8,nt,-12,nt,4
CC(c1cccnc1)N(CCN(C)C)C(=O)Nc1ccc(Cl)c(Cl)c1 (centres undefined),0,2,-1.1,-1,-12,2,nt,-8,1,12
O=[N+]([O-])c1cccc(S(=O)(=O)NCC2CCCO2)c1 (centres undefined),-9,8,1.5,-11,0,-9,0,2,-8,3
O=C(NCc1ccc(F)cc1)C1CCCN(S(=O)(=O)c2cccc3nonc23)C1 (centres undefined),-4,2,-1.7,3,1,-20,10,-1,1,8
COc1ccccc1NC(=O)c1ccc(COc2ccccc2OC)o1,-1,-6,-1.1,-17,1,0,11,-18,-14,6
Cc1cccc(CC2S/C(=N/c3cccc(C)n3)NC2=O)c1 (centres undefined),-4,1,-0.3,nt,20,0,10,10,1,-10
O=C(NCCCN1CCCC1=O)c1cn(-c2ccccc2)nc1-c1ccccc1,6,6,0.6,5,-3,-6,-12,-1,-7,0
CC(=O)c1cccc(OCc2cc(C(=O)NC(C)Cc3cccnc3)no2)c1 (centres undefined),-3,-3,nt,-10,nt,1,14,nt,-6,5
COC(=O)c1cc2sccc2n1CC(=O)N(C)c1ccccc1,7,4,-0.3,0,1,2,-14,0,0,4
CCOC(=O)C(C(=O)NCC1CCCO1)C1CCCCC1 (centres undefined),14,1,0.2,-6,-1,6,0,-2,6,4
CCOc1cc(/C=C/C(=O)Nc2ccc(C(=O)NCCN(CC)CC)cc2)ccc1OCC(C)C,-13,4,-0.6,11,-3,-15,26,-9,-17,-10
Cc1cc(C)c(S(=O)(=O)Nc2ccc(O)c(Sc3ncn[nH]3)c2)cc1C,-1,2,0.2,6,-1,7,17,3,5,-1
Cc1ccc(/C=C/C(=O)OCC(=O)NC(C)c2ccccc2)o1 (centres undefined),4,nt,0.2,-1,-1,-6,nt,6,7,14
Cc1nc2sc(C(=O)c3ccccc3)c(N)c2c(C)c1C,10,-2,0.2,-13,-5,-21,16,-3,1,12
CCOC(=O)CON1C(=O)C(=O)N(OCC(=O)OCC)C2CCCCC21 (centres undefined),5,-2,-0.1,-15,-1,0,11,-7,-2,13
COc1ccccc1OCCC(=O)OCC(=O)c1[nH]c(C)c(C(C)=O)c1C,-1,1,-0.1,7,-5,2,18,-4,-3,-2
CCNC(=O)c1cccc(NC(=O)CC2SC(N3CCCCC3)=NC2=O)c1 (centres undefined),-5,nt,1.5,-19,2,4,nt,5,6,1
COc1c(C)cc(C(=O)C2CCCN(C3CCOCC3)C2)cc1C (centres undefined),0,-4,-0.3,-1,-3,0,-4,1,-2,-3

# Grouped by structure: the entries above containing a CF3 group.
SMILES,MazF activator,SARS 3CLpro inh,BoNT A protease,SSB-PriA inh,Anthrax LF prot,PrPC surface inh,DUSP3 inh,BoNT F protease,Rv3671c inh,CCHF vOTU inh
CC(NC(=O)Cn1nc(C(F)(F)F)c2c1CCC2)c1ccccc1 (centres undefined),4,4,-0.3,11,0,2,2,5,-1,6
Cc1[nH]c2ccccc2c1C(O)CN1CCN(c2cccc(C(F)(F)F)c2)CC1 (centres undefined),28,2,-0.4,23,-7,2,8,6,7,10
O=C(Nc1cccc(C(F)(F)F)c1)C(Sc1cccc[n+]1[O-])c1ccccc1 (centres undefined),7,0,-0.8,4,0,-1,-8,-12,-26,-13

# From PubChem
